Screens deposited in PubChem by several laboratories.
Cl transport mod = KCC2 cotransporter modulators, thallium flux, primary screen, cell-based, HEK293 KCC2, FluoZin-2 fluorescence, MLSMR | Solute carrier family 12 member 5 (Homo sapiens), Q9H2X9 | KCC2 cells, thallium flux FluoZin-2 fluorescence | B-score of Tl+ flux slope (higher = more flux/activation; lower = inhibition) at 10 µM | 190,000 tested, 2.2% active;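 active means thallium flux slope and its plate-corrected score both differing from the plate sample mean at a set confidence after two filtering rounds, in either direction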;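 further: slope of fluorescence scaled to starting intensity during 10 to 20 s after thallium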
p97 ATPase inh = inhibitors of human p97 ATPase, primary screen, biochemical; Transitional endoplasmic reticulum ATPase (Homo sapiens), P55072; recombinant p97 ATPase, Kinase-Glo ATP luminescence, 3 h; inhibition, % at 8 µM; 220,000 tested, 0.42% active; in the data active means inhibition above about 15%;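 further: 0% = DMSO vehicle and 100% = wells lacking enzyme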
Wee1 degr inh = Wee1 degradation inhibitors, primary screen, cell-based, HeLa, Wee1K328M-luciferase, luminescence; Wee1-like protein kinase (Homo sapiens), P30291; 220,000 tested, 1.2% active; reporter increase, % at 5 µM; HeLa Luc-Wee1K328M stability; 100% = proteasome inhibitor MG132 effect; AID 1321, 2008;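 active means activation above the mean of all tested compounds plus 3 SD, set per screening run, cut at about 8.8% in these data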;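 further: cells exposed to compound for 20 h before luminescence read; 0% = DMSO alone and 100% = MG132 at 30 µM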
FXIIa inh 1536 = human FXIIa protease inhibitors, primary screen, biochemical, 1536-well; Coagulation factor XII (Homo sapiens), P00748; purified FXIIa, Boc-QGR-AMC fluorogenic substrate, 2 h; inhibition, % at 5 µM; 220,000 tested, 0.3% active; in the data active means inhibition above about 40%;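 further: 0% = enzyme with no compound and 100% = blank without enzyme; many of its hits are not listed in these tables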
FXIa inh 1536 = human FXIa protease inhibitors, primary screen, biochemical, 1536-well; Coagulation factor XI (Homo sapiens), P03951; purified FXIa, Boc-Glu-Ala-Arg-AMC fluorogenic substrate; inhibition, % at 5 µM; 220,000 tested, 0.14% active; AID 798, 2007;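 active means inhibition of at least 40%; inactive means inhibition below 40%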;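 further: fluorescence of freed AMC excited at 355 nm; 0% = enzyme without compound and 100% = no enzyme blank; many of its hits are not listed in these tables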
KLK5 inh = human KLK5 protease inhibitors, primary screen, biochemical, 1536-well; Kallikrein-5 (Homo sapiens), Q9Y337; recombinant hK5, fluorogenic AMC substrate cleavage; inhibition, % at 5 µM; 210,000 tested, 0.59% active; AID 873, 2007;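 active means inhibition of 40% or more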;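 further: 0% = enzyme controls without compound and 100% = no-enzyme blanks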
Furin inh = human furin inhibitors, primary screen, biochemical, fluorescence intensity; 220,000 tested, 0.061% active; P09958; inhibition, % at 30 µM; AID 463115, 2010; purified furin, fluorogenic substrate cleavage; in the data active means inhibition above about 25%; further: inactives centre near -15
PERK inhibitor = block of dimerizer-induced PERK translation repression, primary screen, PERK inhibitor project, CHO PERK-DD cells, SEAP luminescence, HTS; 220,000 tested, 0.17% active; Eukaryotic translation initiation factor 2-alpha kinase 3 (Homo sapiens), Q9NZJ5; inhibition, % at 5.6 µM; CHO PERK-DD fusion, SEAP luminescence translation reporter;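 active means inhibition above the mean inhibition of all tested compounds plus 3 SD, set separately per screening campaign, cut at about 2.9% in these data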;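 further: PERK kinase domain activated by AP20187 dimerizer at 100 nM; 0% = DMSO with dimerizer and 100% = rapamycin at 8.4 µM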
Target sequence (Q9NZJ5 whole entry, looked up, the tested form may be a part): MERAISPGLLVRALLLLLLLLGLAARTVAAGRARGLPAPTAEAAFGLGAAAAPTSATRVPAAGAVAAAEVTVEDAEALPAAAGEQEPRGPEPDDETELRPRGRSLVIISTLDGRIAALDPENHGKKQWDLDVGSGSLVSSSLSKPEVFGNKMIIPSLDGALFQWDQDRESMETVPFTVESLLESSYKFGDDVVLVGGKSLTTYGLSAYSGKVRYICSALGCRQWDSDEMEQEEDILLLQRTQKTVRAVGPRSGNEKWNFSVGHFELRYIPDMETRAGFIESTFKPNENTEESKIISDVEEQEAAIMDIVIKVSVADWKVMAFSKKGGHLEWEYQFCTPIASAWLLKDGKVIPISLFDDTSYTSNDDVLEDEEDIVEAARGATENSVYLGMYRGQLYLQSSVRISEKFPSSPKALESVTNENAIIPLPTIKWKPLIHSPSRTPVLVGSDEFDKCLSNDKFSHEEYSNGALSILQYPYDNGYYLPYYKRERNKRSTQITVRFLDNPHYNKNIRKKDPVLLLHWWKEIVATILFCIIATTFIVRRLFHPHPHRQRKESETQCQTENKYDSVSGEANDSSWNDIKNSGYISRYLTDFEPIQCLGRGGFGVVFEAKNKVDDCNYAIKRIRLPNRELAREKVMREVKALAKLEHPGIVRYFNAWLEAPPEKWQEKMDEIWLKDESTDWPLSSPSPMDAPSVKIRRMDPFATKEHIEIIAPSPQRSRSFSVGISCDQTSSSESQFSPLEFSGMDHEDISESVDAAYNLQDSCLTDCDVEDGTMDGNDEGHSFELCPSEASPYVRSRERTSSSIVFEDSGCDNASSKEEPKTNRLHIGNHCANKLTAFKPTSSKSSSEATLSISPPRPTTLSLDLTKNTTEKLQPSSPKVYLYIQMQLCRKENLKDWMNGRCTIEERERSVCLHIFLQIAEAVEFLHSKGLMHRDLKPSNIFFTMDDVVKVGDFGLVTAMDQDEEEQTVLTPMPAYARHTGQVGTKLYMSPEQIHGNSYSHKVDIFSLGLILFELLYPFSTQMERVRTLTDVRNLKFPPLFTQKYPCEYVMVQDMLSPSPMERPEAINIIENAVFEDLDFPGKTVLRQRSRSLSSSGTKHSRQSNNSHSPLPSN
thrombin 1536 = human alpha-thrombin inhibitors, primary screen, counter-screen for coagulation protease inhibitor project, biochemical, 1536-well, fluorogenic AMC substrate | AID 1046, 2008 | Boc-VPR-AMC fluorogenic substrate cleavage | inhibition, % at 5 µM | 220,000 tested, 0.26% active | Prothrombin (Homo sapiens), P00734;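 active means inhibition at or above 40%; inactive means inhibition below 40%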;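 further: 0% = enzyme with no compound and 100% = wells without enzyme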
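System: Human alpha-thrombin protein | Medium: pH 7.5 Tris (50 mM) with NaCl 150 mM, Tween 20 0.05% | Times: Enzyme reaction carried out at room temperature | Detection: AMC fluorescence, 355/460 nm | Evaluation: Percent inhibition scaled between no-compound controls and no-enzyme blanks | Benchmarks: Enzyme without compound as high, wells lacking enzyme as low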
Starred values were filed as active, the others as inactive; · = no result given; [ ] = another dose, or the depositor's remark.

SMILES	Cl transport mod	p97 ATPase inh	Wee1 degr inh	FXIIa inh 1536	FXIa inh 1536	KLK5 inh	Furin inh	PERK inhibitor	thrombin 1536
CCC(=O)N(Cc1ccco1)c1nc(-c2cc(OC)ccc2OC)cs1	0.13	-1	-2	14	13	16	-26[20 µM]	0.8	6
Cc1cc(C)nc(NC2=NCCN2C(=S)Nc2c(C)cccc2C)n1	-0.91	-2	2	12	-1	·	-20	0.3	-4
Cc1cc(C(=O)NCc2ccc(S(N)(=O)=O)cc2)c(C)o1	1.8	0	2	13	-6	7	-16[20 µM]	1.1	-3
CN1CCN(C(=O)c2cc3c(s2)-c2ccccc2S(=O)(=O)C3)CC1	0.43	-1	4	3	-7	3	-15	-0.1	-5
O=C1C(=O)N(CNc2ccccn2)c2ccccc21	-0.19	2	-1	7	-4	21	-10	0.6	6
c1ccc(-n2nnnc2-c2cccnc2)cc1	0.72	0	4	9	6	5	-8	0.5	-4
COc1ccc(N2C(=O)CCC2=O)cc1	0.38	-3	0	-1	-13	-3	-23	0.4	-4
CC12CCC(C(=O)N(CCCN3CCN(Cc4ccccc4)CC3)C1=O)C2(C)C (stereo not drawn)	-2.3	0	1	5	-1	-2	-25	-0.3	-2
CN(C)CC#Cc1cncc(C(=O)NNC(=O)Nc2ccc(Cl)cc2)c1	·	7	1	-5	-4	-6	-10	0.1	-11
NC(=O)c1sc2nccc(Nc3ccccc3)c2c1N	-0.52	6	2	2	-3	-16	-7	0.3	4
N=C1c2ccccc2CN1c1ccc(S(=O)(=O)N2CCCCC2)cc1	0.57	4	-3	11	-4	3	-23	1.1	-2
OC1(c2ccc(F)cc2)CCN(Cc2ccccc2)C1 (stereo not drawn)	-0.11	3	-2	5	-4	-18	-36	-0.7	-13
O=C(c1ccccc1NS(=O)(=O)c1ccc2c(c1)OCCO2)N1CCOCC1	-0.0025	-7	2	9	5	-2	-17[20 µM]	-0.2	-3
Cc1cc(N/N=C/c2ccc(O)cc2O)nc(N2CCOCC2)n1	0.44	15*	1	6	-6	-1	6	1.4	-2
Cc1c(N2C(=O)c3ccc4c5c(ccc(c35)C2=O)CC4)c(=O)n(-c2ccccc2)n1C	·	6	0	5	-6	-9	-16	-0.3	-2
Cc1ccccc1N=C/C=C1/C=C(c2ccccc2)OC(C)(C)O1	-0.17	-5	3	21	12	32	9[20 µM]	0.5	38
Cc1ccc2c(Cl)cc(Cl)c(OCC(=O)Nc3cc(C)on3)c2n1	·	-7	-3	1	-7	-14	-19	-0.1	-10
CC(NC(=O)C1CCCO1)c1ccccc1 (stereo not drawn)	-0.27	-3	-2	-2	-12	-7	-10[20 µM]	0.3	-7
CN(C)C(=O)CCC(=O)N1CCCC(C(=O)c2ccc3c4c(cccc24)CC3)C1 (stereo not drawn)	·	-2	-3	4	-4	·	-20	-0.7	-10
COc1cc(C=O)cc(Br)c1OCC(N)=O	1.1	-8	7	8	6	1	2	-1.1	7

Results in PERK inhibitor, for some of the entries so far:
| Structure | PERK inhibitor |
| --- | --- |
| OC1(c2ccc(F)cc2)CCN(Cc2ccccc2)C1 (stereo not drawn) | -0.7 |
| O=C(c1ccccc1NS(=O)(=O)c1ccc2c(c1)OCCO2)N1CCOCC1 | -0.2 |

The list goes on.
SMILES	Cl transport mod	p97 ATPase inh	Wee1 degr inh	FXIIa inh 1536	FXIa inh 1536	KLK5 inh	Furin inh	PERK inhibitor	thrombin 1536
C[C@@H](O)C1NC(=O)[C@H](CCCCN)NC(=O)c2cc([N+](=O)[O-])cc(F)c2NCCCC[C@@H](C(N)=O)NC1=O (stereo partly drawn)	1.1	1	0	10	4	-4	-5	0.7	4
CCOC1OC(=O)C(Cl)=C1Nc1ccc(C)cc1C (stereo not drawn)	-0.0069	-5	3	15	11	-1	8	0.2	-1
CCCN(CCC)C(=O)CSc1nc2ccsc2c(=O)n1NC(=O)c1ccccc1	0.12	1	3	-13	1	3	-26[20 µM]	0.3	-12
Cn1c2c(c(=O)[nH]c1=O)C(c1cccc(O)c1)C1=C(N2)c2ccccc2C1=O (stereo not drawn)	0.66	6	-3	10	-6	-1	-17	0.0	-2
C=CCN(C1CCCCC1)S(=O)(=O)c1ccc2c(c1)oc(=O)n2C	-0.82	-10	0	15	-2	-9	-6	-0.7	-3
O=C(c1ccccc1Cl)N(Cc1ccc(Cl)c(Cl)c1)N1C(=O)CCCC1=O	2.8	-4	-1	5	-1	·	-17	-0.3	-6
Cc1[nH]nc2c1C(c1ccccc1F)CC(=O)N2 (stereo not drawn)	·	-4	2	11	-4	35	-18	1.0	0
CN(C)S(=O)(=O)Oc1ccsc1C(=O)Nc1cccc(Cl)c1Cl	-0.44	1	3	2	-4	-4	-22[20 µM]	0.1	-6
O=C(O)C1CC(=O)N(c2ccc(OCc3ccccc3)cc2)C1 (stereo not drawn)	-0.71	6	3	14	-15	9	-15[20 µM]	0.8	1
Cc1ccc(O/C=C2\OC(=O)c3ccccc32)cc1	0.39	-8	0	10	-4	-1	-16[20 µM]	0.3	4
CCc1ccc(CN2CCC(CO)(CC3CCCCO3)CC2)o1 (stereo not drawn)	0.11	4	-3	10	3	1	-13	0.4	·
CC1CCN(c2nncc3ccccc23)CC1	-0.37	2	0	9	40	-12	-9	0.3	-1
O=C(NNc1cc(N2CCOCC2)nc(N2CCOCC2)n1)C12CC3CC(CC(C3)C1)C2	-1.5	-8	-4	-2	-3	-5	-1	-1.0	-11
CCN(CC)C(=O)c1sc2c(c1C)c(=O)n(-c1ccc(C)c(C)c1)c(=O)n2CC(=O)NCC1CCCO1 (stereo not drawn)	0.92	4	-1	-2	3	-5	-10	0.6	-5
C/C(NCc1ccccc1)=C(\C#N)C(=O)NCc1ccccc1	·	-5	0	5	-16	4	-10[20 µM]	-1.3	-5
CC1CN(CC(O)COc2ccc(C(C)C)cc2)CC(C)O1 (stereo not drawn)	-0.033	-3	2	9	2	-31	-7[20 µM]	0.3	3
CC(C)S(=O)(=O)C/C(N)=N/OS(=O)(=O)c1ccc(Cl)cc1	-0.29	7	-1	13	1	-2	-8	0.6	-5
CCn1cc([C@@H]2C[C@H]3CN(Cc4cccc(Cl)c4)C(=O)[C@]34CCCN24)cn1	1.6	1	-2	7	0	16	-9	2.7	1
CCN(C(=O)COC(=O)C1CCN(S(=O)(=O)c2cccs2)CC1)c1ccccc1	-0.28	1	-2	6	0	3	-14	0.8	3
COc1ccc(CC(=O)O/N=C(\N)Cc2ccc([N+](=O)[O-])cc2)cc1	0.25	6	-3	7	1	1	-31	0.3	-12
CN1CCN(C(=S)Nc2ccc(Cl)cc2Cl)CC1	0.079	5	0	6	-2	-3	-25[20 µM]	-0.5	-4
COCc1cc(=O)[nH]c(SC)n1	-0.45	6	1	14	2	5	-11	1.4	5
COc1ccccc1NC(=O)Cc1csc(NC(=O)c2ccccc2)n1	-1.4	0	3	14	-2	·	-12	-0.5	-8
O=C(Nc1ccc(S(=O)(=O)N2CCCC2)cc1)C1COc2ccccc2O1 (stereo not drawn)	-1.2	-2	3	5	-1	1	-17	-0.2	4
CCOC(=O)c1c(NC(=O)Nc2ccccc2)sc(C)c1C	0.58	3	6	19	5	0	-25[20 µM]	-0.4	4
Cc1cc(/C=C(\C#N)C(=O)Nc2ccc(F)cc2)c(C)n1-c1ccc(N2CCOCC2)c([N+](=O)[O-])c1	-0.36	2	-2	16	9	5	2[20 µM]	0.2	7
O=C(O)C1CCCCC1C(=O)Nc1ccc(Cl)cc1 (stereo not drawn)	0.026	1	-2	4	-1	2	-20[20 µM]	1.2	-8
O=C(CN1C(=O)NC2(CCCC2)C1=O)N1CCc2ccccc2C1	-0.13	9	0	4	2	-3	-24	0.1	-3
O=C1/C(=C/c2cccs2)CCc2ccccc21	-0.69	-15	6	23	14	3	-1[20 µM]	-0.5	5
CCOC(=O)c1sc2nc(C)cc(-c3ccccc3)c2c1N	0.085	3	-2	4	4	-11	-14	-0.5	1
CCOP(=O)(OCC)C(NC(=O)c1ccc(OC)cc1)c1ccccc1 (stereo not drawn)	0.00016	2	-2	-1	-6	-16	-18	0.2	1
CC(=O)N1N=C(C)CC1c1ccc(O)cc1 (stereo not drawn)	-0.25	5	3	3	1	-2	-10	1.1	-2
Cc1ccc(CN2CCN(Cc3ccc(O)cc3)CC2CCO)o1 (stereo not drawn)	-0.16	6	-2	3	-3	-2	-12	0.7	-6
C[C@@H](C(=O)Nc1ccc2ccccc2c1)[C@H]1C[C@]1(C)[C@H](NC(=O)c1cnccn1)c1ccccc1	2.8	2	-1	11	4	-7	-10	0.1	0
CC(C)c1ccc(-n2ccnc2SCC(=O)O)cc1	-0.56	4	-1	2	-5	3	-28	0.4	-16
Cn1ncc(Cl)c1C(=O)Nc1nc2ccc(Cl)cc2s1	4	2	-1	9	5	-14	-32	1.4	-7
O=C(CC1(O)C(=O)N(Cc2ccccc2Cl)c2ccccc21)c1ccco1 (stereo not drawn)	·	1	0	11	7	-7	-11[20 µM]	-1.8	5
Cc1cc2[nH]c3ccccc3c2c(C)n1	-1.3	-2	-3	2	-8	-16	-2	0.0	-10
CCOC(=O)C(C)C1(O)c2ccccc2-c2ncccc21 (stereo not drawn)	1	1	0	12	3	-17	-26	-0.3	-7
CCCc1cc(C(=O)N2CCN(C(c3ccccc3)c3ccccc3)CC2)no1	-0.042	-8	3	5	-3	-8	-12	0.0	-8
O=c1[nH]c(O)c(C=Nc2ccc(Cl)cc2Cl)c(=O)[nH]1	-0.035	2	-1	2	20	1	-17	-1.0	-2
Cc1c(C(=O)O)cccc1-c1ccc(/C=N/Nc2ccc(Br)cc2)o1	-1.3	5	2	1	3	-11	5	0.9	-7
COc1ccc(S(=O)(=O)N2CCOCC2)cc1NC(=O)[C@@H]1CCCN1C(=O)c1cccs1	-0.049	4	2	8	2	2	-14	0.2	-10
COc1ccc(NC(=O)C2=C(C)C(=O)OC23CCC(C)CC3)c(OC)c1 (stereo not drawn)	0.36	1	4	13	0	-1	-26	0.1	-7
COC(=O)c1c(NC(=O)CN(c2ccc(C)c(C)c2)S(C)(=O)=O)sc2c1CCCC2	0.091	-1	0	3	-6	-7	-20	-1.2	-6
COC(=O)C1=C(C)NC(=O)CC1c1ccccc1F (stereo not drawn)	0.28	6	-3	10	3	-8	-9	0.8	2
COCCN(Cc1ccccc1)C(=O)c1c(C)nn(-c2ccccc2)c1C	0.27	-5	0	15	26	33	-14	0.9	18
